# High-throughput results (PubChem)
# Tau ThT inhib: qHTS for Inhibitors of Tau Fibril Formation, Thioflavin T Binding | AID 1460, 2008 | recombinant tau K18 P301L (four-repeat tau fragment), heparin-induced fibrillization, ThT fluorescence | 270,000 tested, 2.1% active | Microtubule-associated protein tau (Homo sapiens), P10636 | Potency, µM (top dose mostly 57.4 µM), for the others: top-dose activity, negative = inhibition, usual class: inhibitors; note: % is set by controls: 0 for no effect and ±100 for the full control effect; nearly all actives have a fitted effect of over 55% in size
# Target sequence (P10636 561-689 P618L limits assumed): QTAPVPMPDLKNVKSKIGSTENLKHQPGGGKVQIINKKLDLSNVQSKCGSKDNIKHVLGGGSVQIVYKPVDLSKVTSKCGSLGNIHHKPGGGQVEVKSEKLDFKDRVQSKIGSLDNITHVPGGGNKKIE
#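 Tau K18 P301L fragment (15 uM unlabeled plus 0.24 uM Alexa 594-labeled) in 100 mM sodium acetate pH 7 with compound, fibrillization induced by 20 uM heparin for 6 hr at 37 C. Thioflavin T (30 uM) added, fluorescence read after 1 hr (ex 450, em 510 nm).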
# JMJD2E inh: qHTS Assay for Inhibitors of Human Jumonji Domain Containing 2E (JMJD2E) | Lysine-specific demethylase 4E (Homo sapiens), B2RXH2 | JMJD2E catalytic domain, FDH-coupled NADH fluorescence (FDH is formaldehyde dehydrogenase) | AID 2147, 2009 | 230,000 tested, 1.6% active | Potency, µM (titrated, usually from 57.1 µM), inactives show top-dose activity change, negative = inhibition, hits mostly inhibitors; active = well fitted inhibition curve with a large enough effect, not every such curve was filed as active; inconclusive = small, poorly fitted or top-dose-only effect, or another doubt; inactive = no such curve, though single readings can be large or run the other way;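 note: 0% = wells with enzyme and -100% = buffer wells without enzyme; nearly all actives have a fitted effect of over 50% in size; many of its hits are not listed in these tables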
# ALDH1A1 inh: qHTS Assay for Inhibitors of Aldehyde Dehydrogenase 1 (ALDH1A1); Potency, µM (top dose mostly 75.3 µM), for inactives: at the top dose activity, negative = inhibition, actives largely listed as inhibitors; 220,000 tested, 7.3% active; Purified ALDH1A1, NADH fluorescence, propionaldehyde substrate; Aldehyde dehydrogenase 1A1 (Homo sapiens), P00352; active = well fitted inhibition curve with a large enough effect, not every such curve was filed as active; inconclusive = small, poorly fitted or top-dose-only effect, or another doubt; inactive = no such curve, though single readings can be large or run the other way;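 note: plate controls were no enzyme wells and a reference inhibitor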
# Luc counter: Counterscreen for Luciferase (Kinase-Glo TM) Inhibition | Luciferin 4-monooxygenase (Photuris pensylvanica), Q27757 | Kinase-Glo luciferase, ATP luminescence, 8 min | Potency, µM (series often up to 38.3 µM), without a hit: top-dose activity change, negative = inhibition, most hits filed as inhibitors | 200,000 tested, 0.28% active | AID 1379, 2008; note: % is set by controls: 0 for no effect and ±100 for the full control effect; nearly all actives have a fitted effect of over 60% in size
#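 Luminescence was the read-out, taken after 8-minute incubation at ambient temperature. Luciferase turned over luciferin with 10 uM ATP in imidazole pH 7.2 buffer containing KCl, MgCl2, Tween 20 and BSA.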
# LMNA splice mod: qHTS Assay for Modulators of Lamin A Splicing. HeLa LMNA splicing GFP/RFP minigene ratio, 48 h. Potency, µM (top dose mostly 46.1 µM), for inactives: top-dose ratio change, negative = inhibition, usual class: inhibitors. 200,000 tested, 0.01% active. AID 1487, 2009; active = well fitted inhibition curve with a large enough effect in the signal ratio, with a control signal flat, not every such curve was filed as active; inconclusive = small, poorly fitted or top-dose-only effect, or effect the other way, or a change in a side signal; the % refers to the signal ratio; note: % is set by controls: 0 for no effect and ±100 for the full control effect
#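 S3 HeLa cells stably expressing lamin A-EGFP splicing minigene plus DsRed2, 600 cells/well, 48 h compound exposure at 37C. Laser-scanning cytometry; analysed as GFP (500-530 nm)/RFP (575-640 nm) total intensity ratio; 0.5% DMSO vehicle.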
# SMN2 splice enh: qHTS Assay for Enhancers of SMN2 Splice Variant Expression; HEK293 SMN2-luciferase splicing reporter, luminescence, 30-36 h; Potency, µM (doses to about 46.1 µM), inactives show at the top dose activity change, positive = activation, hits mostly activators; 210,000 tested, 2.8% active; AID 1458, 2008; note: % of control where 0% means no effect; nearly all actives have a fitted effect of over 55% in size
#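 HEK293 cells carry an SMN2 minigene-luciferase reporter in which exon 7 inclusion puts luciferase in frame. Cells were seeded at 2000 cells/well, attached for 10-12 hours, then exposed to compounds for 30-36 hours at 37C before ONE-Glo luminescence.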
# L3MBTL1 inh: qHTS Assay for the Inhibitors of L3MBTL1; Lethal(3)malignant brain tumor-like protein 1 (Homo sapiens), Q9Y468; AlphaScreen L3MBTL1–H3K9me1 peptide binding; Potency, µM (series often up to 57.1 µM), without a hit: at the top dose activity, negative = inhibition, usual class: inhibitors; 230,000 tested, 0.66% active; AID 485360, 2010; note: % is set by controls: 0 for no effect and ±100 for the full control effect; nearly all actives have a fitted effect of over 60% in size
# Target sequence (Q9Y468 whole entry, looked up): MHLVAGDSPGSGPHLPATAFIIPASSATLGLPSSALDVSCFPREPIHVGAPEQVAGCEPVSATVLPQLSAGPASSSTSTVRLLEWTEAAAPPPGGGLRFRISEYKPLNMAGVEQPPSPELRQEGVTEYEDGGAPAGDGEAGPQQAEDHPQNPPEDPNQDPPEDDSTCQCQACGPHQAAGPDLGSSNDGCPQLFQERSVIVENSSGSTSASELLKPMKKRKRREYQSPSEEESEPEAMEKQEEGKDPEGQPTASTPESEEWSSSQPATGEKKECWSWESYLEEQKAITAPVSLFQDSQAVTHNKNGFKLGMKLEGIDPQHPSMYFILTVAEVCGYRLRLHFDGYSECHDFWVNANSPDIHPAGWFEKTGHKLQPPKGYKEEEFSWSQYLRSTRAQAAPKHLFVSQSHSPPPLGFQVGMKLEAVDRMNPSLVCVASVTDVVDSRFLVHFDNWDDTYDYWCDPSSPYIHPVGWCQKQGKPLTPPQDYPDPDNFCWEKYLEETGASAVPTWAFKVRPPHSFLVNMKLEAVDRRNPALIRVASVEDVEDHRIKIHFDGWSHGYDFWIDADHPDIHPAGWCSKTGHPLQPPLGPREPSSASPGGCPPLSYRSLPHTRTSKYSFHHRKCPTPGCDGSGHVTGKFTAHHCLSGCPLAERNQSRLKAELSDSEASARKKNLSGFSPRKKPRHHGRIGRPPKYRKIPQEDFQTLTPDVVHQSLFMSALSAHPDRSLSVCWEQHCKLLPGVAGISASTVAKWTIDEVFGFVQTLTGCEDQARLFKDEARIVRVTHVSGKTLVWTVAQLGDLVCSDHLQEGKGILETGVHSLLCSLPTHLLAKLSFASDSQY
#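 Displacement of a biotinylated histone H3(1-15) peptide monomethylated at Lys9 (75 nM) from L3MBTL1 (50 nM) was measured by AlphaScreen after a 30 min room-temperature compound incubation; cefsulodin titration served as intraplate control.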
# RECQ1 inh: qHTS Assay for Inhibitors of RecQ-Like Dna Helicase 1 (RECQ1); ATP-dependent DNA helicase Q1 (Homo sapiens), P46063; RECQ1 DNA unwinding, red fluorescence kinetic read; Potency, µM (series often up to 57.3 µM), inactives show at the highest dose activity, negative = inhibition, most hits filed as inhibitors; 240,000 tested, 0.54% active;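 note: plate controls were vehicle for no effect and no enzyme for full effect; nearly all actives have a fitted effect of over 30% in size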
#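 50 nM RECQ1T1 preincubated 15 min with compound in Tris pH 8.0 buffer with MgCl2, DTT, Tween-20 and 2.5 ug/ml poly(dI-dC); started with 200 nM TAMRA/BHQ-2 forked duplex and 2 mM ATP. Unwinding read as fluorescence (525/598 nm), two reads 2 h apart.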
# The depositor's hits bear a star; i = inactive; ? = inconclusive; . = not tested or not shown; & = joins results of further samples; [ ] = remark or other dose. Unless noted, calls come from the whole dose curve; as a rule, active = well fitted curve in the direction sought with a large enough effect; inconclusive = small, poorly fitted or top-dose-only effect, or another doubt; inactive = no such curve, though single readings can be large; an effect the other way counts as inactive or inconclusive. Potency is the fitted concentration of half-maximal effect.
SMILES,Tau ThT inhib,JMJD2E inh,ALDH1A1 inh,Luc counter,LMNA splice mod,SMN2 splice enh,L3MBTL1 inh,RECQ1 inh
CC1C(=O)NC(=O)C1c1ccccc1 (stereo not given),-7%,3%,.,.,.,.,15%,-10%
O=C(c1cccs1)N(CC1CCCO1)c1nc(-c2ccccc2)cs1 (stereo not given),-9%,-8%,-10%,-4%,?,-23%,-2%,-16%
C=CCNc1nnc(SCC(=O)N2CCCCC2)c2ccccc12,?,?,?,0%,7%,9%,-11%,11%
Cn1nnc2cc(C(=O)NC(C)(C)C)ccc21,0%,0%,3%,8%,4%,-4%,-5%,i
COc1ccc(NC(=O)C(C)Sc2nnc3c4c(nc(-c5ccc(OC)cc5)n23)CC(C)(C)OC4)cc1 (stereo not given),3%,-11%,2%,.,-2%,.,-8%,-15%
COc1ccc(OC)c(NC(=O)C2CCN(S(=O)(=O)c3c(C)noc3C)CC2)c1,-10%,-21%,0%,17%,-8%,17%,.,-9%
COc1ccccc1C(=O)Nc1sc(C(=O)N2CCCC2)c(C)c1C#N,1%,?,-11%,1%,?,.,-21%,-2%
O=C(c1ccco1)N1CCN(C(=O)c2nn3cccnc3c2Cl)CC1,-1%,3%,7%,-1%,6%,-9%,0%,-3%
COCCNC(=O)CSc1nc2cc(OC)c(OC)cc2c(=O)n1Cc1ccco1,-3%,-1%,2.2µM*,-8%,0%,15%,-7%,3%
O=S(=O)(c1c(Cl)sc(Cl)c1Br)N1CCCC1,-8%,-3%,14µM*,.,10%[46 µM],.,7%,-1%
O=C(Nc1nc2nccc(-c3ccccc3)n2n1)c1ccc(F)cc1,3%,-10%,2%,-1%,?,-24%,-1%,-3%
CCOC(=O)C(Cc1ccccc1)NS(=O)(=O)c1ccc(NC(C)=O)cc1 (stereo not given),1%,7%,-4%,-6%,-3%,-4%,-12%,-1%
Cc1ccc(OCC(=O)O/N=C(\N)Cc2ccc(Cl)cc2)cc1,-18%,0%,4%,-3%,0%,?,78%[activator],-14%
CCC(=O)N1CCc2cc(Br)cc(S(=O)(=O)NCCN3CCCCC3CC)c21 (stereo not given),-12%,-3%,-3%,1%,-9%,-6%,-5%,-4%
Cc1ccccc1N=C(NO)c1nonc1N,-3%,3%,6%,-1%,12%[46 µM],.,-3%,i

# An excerpt from above in order of their number in Tau ThT inhib, descending:
smiles,Tau ThT inhib
Cn1nnc2cc(C(=O)NC(C)(C)C)ccc21,0%
COCCNC(=O)CSc1nc2cc(OC)c(OC)cc2c(=O)n1Cc1ccco1,-3%
COc1ccc(OC)c(NC(=O)C2CCN(S(=O)(=O)c3c(C)noc3C)CC2)c1,-10%

# (further entries)
SMILES,Tau ThT inhib,JMJD2E inh,ALDH1A1 inh,Luc counter,LMNA splice mod,SMN2 splice enh,L3MBTL1 inh,RECQ1 inh
COc1ccccc1N1CCN(C(=O)c2cc(-c3ccc4c(c3)OCO4)on2)CC1,?,4%,?,0%,?,8%,2%,-4%
COC(=O)c1ccncc1C(=O)Nc1ccc(F)cc1,-6%,-10%,3%,-3%,20%[46 µM],0%,29%,i
O=C(NC(Cc1c[nH]c2ccccc12)C(=O)O)/C(=C/c1ccco1)NC(=O)c1ccccc1 (stereo not given),?,?,?,-2%,-11%[46 µM],-5%,?,-23%
O=C(Nc1ccc(C(=O)Nc2ccc(C(=O)Nc3ccc(S(=O)(=O)O)c4cc(S(=O)(=O)O)cc(S(=O)(=O)O)c34)cc2)cc1)Nc1ccc(C(=O)Nc2ccc(C(=O)Nc3ccc(S(=O)(=O)O)c4cc(S(=O)(=O)O)cc(S(=O)(=O)O)c34)cc2)cc1,?,?,?,4%,.,10%,.,6.3µM*
CC(C)(C)C(=O)c1sc(Nc2ccccc2)nc1N,?,-6%,-15%,0%,?,11µM*,-17%,0%
Nc1nc2nc(-c3ccc(Cl)cc3)cc(C(F)(F)F)n2n1,-3%&-4%,?,?,-3%,-2%,3%&-13%,.,10%
CC1CC1C(=O)OCC(=O)Nc1cccc(S(=O)(=O)NC2=NCCCCC2)c1 (stereo not given),2%,4%,.,.,.,.,-9%,6%
CCCCCCc1nc2c(=O)[nH]c3ccccc3c2o1,-3%,9%,10%,-1%,2%,14%,.,7%
CCc1cc2c(C)ccc(C)c2nc1SCC(=O)Nc1c[nH]c(=O)[nH]c1=O,-12%,?,16%,0%,?,2%,17%,-2%
CC(C)(C)C(=O)N1NC(=Nc2ccccc2)SC1(C)C,0%,-12%,0%,.,.,.,?,5%
O=C(C/C=N\OCc1ccc(Cl)cc1Cl)Nc1ccccc1,-18%,-6%,-5%,3%,?,2%,40%[activator],-9%
O=C(CCCOc1ccccc1)NCc1ccco1,0%,3%,?,-3%,10%,9%,-16%,5%
CS(=O)(=O)Nc1ccc(C(=O)Nc2ccccc2C(=O)N2CCCC2)cc1,-5%,10%,-5%,11%,-6%,-11%,-5%,3%
Cn1c(CN2CCCCC2)nc2cc(NC(=O)c3ccccc3Cl)ccc21,-12%&-14%,-2%,10%,-1%,1%,-50%&-20%[inhibitor],3%,-4%
Cc1nn(Cc2ccccc2)c(C)c1NC(=O)c1cc(-c2cccs2)on1,-11%,9%,?,1%,?,-36%[inhibitor],-2%,-7%
c1ccc2c(c1)[nH]c1c(N3CCCC3)ncnc12,-20%,-30%,2%,-2%,?,-104%[inhibitor],.,i
Cc1cc(N2CCCCC2)n2nc(C)c(-c3ccccc3)c2n1,-9%,-16%,-9%,.,?,.,16%,i
COc1ccc(NC(=O)c2noc3c2CCCCC3)cc1,-12%,2%,-7%,-5%,-7%[46 µM],7.9µM*,.,?
CC(C)C(=O)NNC(=O)CC(=O)Nc1ccccc1C(=O)O,-4%,-9%,.,.,.,.,9%,-15%
CC1CCN(CCCNC(=O)c2ccc(CSCc3cccc(Cl)c3)o2)CC1,-5%,8%,8%,-1%,2%,-17%,.,i
O=C(NCc1cccnc1)c1ccc(-c2cccc(Cl)c2Cl)o1,9%,-20%,11%,7%,.,-12%,-16%,14%
CSc1nnc(-c2ccccc2)o1,-14%,-4%,-3%,10%,8%,10%,6%,i
O/N=C(\c1ccc(Cl)cc1)c1ncc(C(F)(F)F)cc1Cl,-12%,0%,4%,-5%,-4%,-6%,.,-3%
O=c1n(-c2ccccc2)c(=O)n2n1CC(O)C2,-3%,-9%,-3%,1%,11%[46 µM],-4%,.,-8%
OCC1(CCc2ccccc2)CCN(Cc2cc(Cl)ccc2O)CC1,-3%,-15%,?,0%,.,.,-12%,i
Cc1cccc(CN2CCN(C(=O)c3ccccc3F)CC2)c1,-7%,?,?,3%,-20%,-3%,-7%,1%
N/C(=N\OC(=O)C12CC3CC(CC(C3)C1)C2)c1cccnc1,-7%,-1%,-7%,0%,26%,24%,0%,-15%
CCOC(=O)c1nn(-c2ccc(C)cc2)c2nc(Nc3ccccc3)cc(=O)n12,-7%,-24%,?,-3%,-13%,-19%,.,i
COC(=O)CCC(=O)Nc1ccccc1C(N)=O,-3%,2%,-11%,-9%,5%,-8%,-5%,-2%
CCN1C(=O)/C(=C\N2CCN(c3ccc(F)cc3)CC2)SC1=S,-17%,-2%,-17%,-1%,1%,-52%,.,-9%
O=C(Nc1ccc(C(F)(F)F)cc1)C1(c2ccccc2)CC1,-4%,-17%,0%,-1%,-1%,-8%,25%,-7%
COc1cc(OC)cc(C(=O)N[C@H](C(=O)OCC(=O)NC(=O)NC(C)(C)C)C(C)C)c1,-2%,-26%,-3%,-1%,12%[46 µM],5%,1%,i
Cn1c(N)c(C(=O)c2cc(-c3ccccc3)nc3ccccc23)c(=O)n(C)c1=O,7%,-2%,7%,-12%,7%,11µM*,.,i
Cn1c(SCC(=O)NC(=O)NCc2ccco2)nnc1C(F)(F)F,-10%,5%,-5%,-4%,7%,9%,.,-10%
Clc1cc(Cl)cc(C2=N[C@@H](Cc3ccccc3)CO2)c1,-7%[81.4 µM],.,-6%,-2%[39.9 µM],.,.,.,-10%[81.1 µM]
O=C1C2CCCCC2C(=O)N1c1cccc(OS(=O)(=O)c2ccccc2)c1 (stereo not given),-4%,2%,?,-1%,-16%,-1%,9%,-5%
O=C(C1CCCN1S(=O)(=O)c1ccc(Cl)c(Cl)c1)N1CCCCC1 (stereo not given),-10%,8%,6%,-1%,8%,-1%,8%,i
CC(Oc1ccccc1F)c1ccnc2nc(/N=C/N(C)C)nn12 (stereo not given),-2%,?,-7%,7%,.,12%,.,-1%
O=C(c1cc(-c2ccccn2)nc2c(Cl)cccc12)N1CCN(S(=O)(=O)c2ccccc2)CC1,4%,0%,16µM*,2%,-3%,-3%,-2%,i
CS(=O)(=O)N(CC(=O)NCCSCc1cccc(Cl)c1)c1ccc2c(c1)OCO2,-2%,-3%,-9%,0%,-17%,-2%,3%,-2%
O=C(NCCCN=C1NS(=O)(=O)c2ccccc21)c1ccncc1,-2%,0%,11%,-3%,-9%,12%,.,-10%
Cc1cc(C2C(C#N)=C(N)SC(N)=C2C#N)c(C)s1,?,-9%,25µM*,1%,4%,-9%,-5%[11.4 µM],-15%
CCn1c(SCC(=O)N/N=C/c2ccc(C)o2)nnc1-c1ccccc1,-12%,6%,11µM*,6%,-2%,-35%[inhibitor],16%,4%
COc1ccc(S(=O)(=O)N(CC(=O)NCC2CCCO2)c2ccccc2)cc1OC (stereo not given),1%,-10%,-8%,7%,1%,1%,0%,-3%

# Some of the compounds tested; the hit share may differ from the screen's.
